High-throughput results (PubChem BioAssay)
ATXN2 expr inh: inhibitors of ATXN2 expression; Potency, µM (series often up to 57 µM), for inactives: at the highest dose activity change, negative = inhibition, hits mostly inhibitors; actives 0.72% (n = 360,000); HEK-293 ATXN2-luciferase reporter, luminescence, 24 h; further: nearly all actives have a fitted effect of over 55% in size
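qHTS (up to 57 uM final) was run with 24 h compound exposure of reporter cells at 37 °C. Each well was multiplexed: SteadyGlo luminescence measured ATXN2-luciferase expression after a fluorogenic Gly-Phe-AFC viability readout (25 uM final).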
KB-3-1 tox: KB-3-1 parental cell cytotoxicity; KB-3-1 viability, CellTiter-Glo ATP luminescence, 72 h; Potency, µM (series often up to 46.1 µM), for inactives: at the highest dose activity change, negative = cytotoxic, actives largely listed as cytotoxic; actives 1.4% (n = 400,000); further: nearly all actives have a fitted effect of over 60% in size
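72 h, 37 °C compound treatment of KB-3-1 parental cells; CellTiter-Glo added, 10 min, luminescence read. Data corrected against DMSO-only plates and normalized before curve fitting.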
KB-V1 MDR tox: KB-V1 MDR subline cytotoxicity; KB-V1 MDR cells viability, CellTiter-Glo, 72 h; Potency, µM (top dose mostly 46.1 µM), inactives show top-dose activity change, negative = cytotoxicity, hits mostly cytotoxic; actives 3.4% (n = 400,000); AID 1347076; further: nearly all actives have a fitted effect of over 60% in size
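KB-V1, DMEM (no phenol red) + 10% FBS; cpd pin-transferred, titration series; 72 h, 37 degrees C; CellTiter-Glo, luminescence. Data normalized, curve-fit.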
The depositor's hits bear a star; ? = inconclusive; [ ] = another dose, or the depositor's remark. The call rests on the fitted dose curve; in most records, active means well fitted curve in the direction sought with a large enough effect; inconclusive means small, poorly fitted or top-dose-only effect, or another doubt; inactive means no such curve, though single readings can be large; an effect the other way counts as inactive or inconclusive. On the % scale 0 is the no-effect control and ±100 the full control effect; potency means the concentration at half of the fitted maximal effect. Only part of the results is shown; rates above refer to the full screens.

SMILES	ATXN2 expr inh	KB-3-1 tox	KB-V1 MDR tox
COc1ccccc1CNC(=O)Cn1c(-c2cccs2)cc2cc(F)ccc21	-5%	-5%	2%
COc1ccccc1CNC(=O)CCn1c(=O)c2ccccc2n(CC(=O)Nc2ccc(C)cc2)c1=O	-1%	5%	0%
CCOC(=O)C1=C(CS(=O)(=O)c2ccc(Br)cc2)NC(=O)NC1c1ccccc1 (stereo not given)	-24%	-2%	7%
COc1ccc(Cl)cc1NC(=O)c1cnc(SC)nc1-c1ccccc1	-14%	0%	?
COc1ccc(N(CC(=O)NCc2ccccc2Cl)S(=O)(=O)c2c(C)[nH]c(=O)[nH]c2=O)cc1	0%	0%	21%
CSc1ccc(Cn2nnc(C(=O)Nc3ccc(C)cc3Cl)c2N)cc1	-10%	-2%	12%
Cc1cc(C)cc(N(CC(=O)NCc2ccccc2Cl)S(=O)(=O)c2c(C)noc2C)c1	-30%	13%	-2%
COc1ccc(Cn2ccc3nc(C)c(C(=O)N4CCN(c5ccc(OC)cc5)CC4)cc3c2=O)cc1	-35%	-22%	5%
Cn1c(=O)c2c(nc(Oc3ccccc3Cl)n2Cc2ccc(C#N)cc2)n(C)c1=O	1%	-3%	?
OCc1cnc(SCc2ccc(F)cc2)n1Cc1ccc(F)cc1	-15%	-7%	0%
CCOc1ccc(Nc2oc(-c3ccc(COc4ccccc4C)o3)nc2C#N)cc1	-30%	?	-6%
COc1ccc(Cl)cc1NC(=O)c1c(C(=O)Nc2cccc(C)c2C)sc2nc(C)cc(=O)n12	6%	6%	?
Cc1ccc(NC(=O)[C@@H](c2ccccc2)N2Cc3ccccc3C2=O)cc1F	-12%	22%	0%
COc1ccc(CNC(=O)CCc2nnc3n(C)c(=O)c4sccc4n23)cc1	-1%	19%	0%
CCOC(=O)c1ccc(NC(=O)C2CCN(S(=O)(=O)c3ccc4c(c3)CCCC(=O)N4)CC2)cc1	?	?	-3%
Cc1ccc(NC(=O)CSCc2cc(=O)c3ccccc3[nH]2)c(C)c1	1%	-11%	0%
CCCS(=O)(=O)c1ncc(Cl)c(C(=O)Nc2c(C(=O)c3ccccc3)oc3ccccc23)n1	1%	-4%	10%
CCc1ccccc1NC(=O)C(NS(=O)(=O)c1ccc2c(c1)CCC(=O)N2)c1ccccc1 (stereo not given)	4%	-5%	9%
CCN(CC)S(=O)(=O)c1ccc2c(c1)N(CC(=O)NCCCN1CCN(c3cc(Cl)ccc3C)CC1)C(=O)CO2	?	?	13µM*
Cn1cc(CN(C(=O)Nc2ccc(Cl)c(Cl)c2)C2CCCCC2)c2ccccc21	14%	-4%	0%
CCOC(=O)CNC(=O)c1ccc(-c2nn(C)c(=O)c3ccccc23)cc1	10%	4%	-10%
Clc1ccccc1-c1nc(Nc2ccccc2)nc2ccc(Br)cc12	3%	-14%	0%
Cc1cccc(C(=O)NCCc2nc3ccccc3n2Cc2ccccc2Cl)c1	-4%	-12%	-1%
Cc1ccc2[nH]c3c(=O)n(CC(=O)N4CCCC(C)C4)ncc3c2c1 (stereo not given)	1%	-19%	0%
O=C1Nc2cc(Cl)ccc2Oc2cc(Oc3ccccc3)ccc21	14%	-8%	?

By substructure, those above with fluorine
SMILES	ATXN2 expr inh	KB-3-1 tox	KB-V1 MDR tox
COc1ccccc1CNC(=O)Cn1c(-c2cccs2)cc2cc(F)ccc21	-5%	-5%	2%
OCc1cnc(SCc2ccc(F)cc2)n1Cc1ccc(F)cc1	-15%	-7%	0%
Cc1ccc(NC(=O)[C@@H](c2ccccc2)N2Cc3ccccc3C2=O)cc1F	-12%	22%	0%

More results:
SMILES	ATXN2 expr inh	KB-3-1 tox	KB-V1 MDR tox
CCCCc1ccc(NC(=O)CSc2nc3ccccc3nc2N2CCOCC2)cc1	-3%	11%	0%
CCOc1ccc(C2C(C(N)=O)=C(C)Nc3nc(SCc4ccccc4)nn32)cc1 (stereo not given)	-1%	-1%	14%
CC(=O)c1cccc(NC(=O)CCCSc2nc(-c3ccco3)cc(C(F)(F)F)n2)c1	?	?	?
O=C1C(=O)N(C2CCN(C(=O)c3ccccc3Cl)CC2)CCN1Cc1ccc(F)cc1	1%	1%	0%
CCc1ccc(Nc2nnc(-c3cc4cc(OC)ccc4oc3=O)s2)cc1	7%	1%	?
O=C(COc1ccccc1F)NC1CC(=O)N(c2ccc3c(c2)OCCO3)C1 (stereo not given)	-1%	4%	-9%
Cc1cccc(N2CCN(C(=O)Cn3ncc4c3-c3ccccc3OC4)CC2)c1C	?	-9%	1%
Cc1nnc2c(Nc3cccc(O)c3)nc3ccccc3n12	21%	6%	-14%
COc1ccc(CNC(=O)CC(c2ccc(OC)c(OC)c2)N2Cc3ccccc3C2=O)cc1 (stereo not given)	-2%	-4%	0%
CCOc1ccc(-c2cn3c(n2)sc2cc(C(=O)NCCCN4CCCCC4)ccc23)cc1	?	?	21µM*
CC(=O)c1ccc(NC(=O)c2cc3c([nH]c2=O)CC(c2ccccc2)CC3=O)cc1 (stereo not given)	10%	13%	?
O=C(CSc1nnc(-c2ccccc2Br)n1-c1ccccc1)c1ccc(F)cc1	-16%	?	18µM*
CCN(CCCNC(=O)CSc1cc(=O)n(C)c2ccccc12)c1ccccc1	1%	-11%	0%
CCN(CC)C(=O)Cn1cc(SCC(=O)Nc2cccc(C)c2)c2ccccc21	5%	8%	-29%
Cc1c(F)cccc1NS(=O)(=O)c1cccs1	5%	-4%	39%
CC1CCN(c2ccc(NC(=O)c3cccc(Cl)c3)cc2C(=O)O)CC1	13%	1%	9%
COc1ccccc1CCNC(=O)C(=O)NCC(c1cccs1)S(=O)(=O)c1ccccc1 (stereo not given)	-23%	-5%	?
CC(=O)Nc1ccc(Nc2nc3c(S(=O)(=O)c4cccc(Cl)c4)nnn3c3ccsc23)cc1	6%	-6%	9%
O=C(Cn1cnc2c(oc3ccccc32)c1=O)Nc1ccc(OC(F)(F)F)cc1	3%	12%	?
CSc1ccc(C2c3c(-c4ccccc4O)n[nH]c3C(=O)N2Cc2ccncc2)cc1 (stereo not given)	0%	13µM*	-26%
CC(C)c1ccc(NC(=O)CN(C)S(=O)(=O)c2ccc3c(c2)n(C)c(=O)c(=O)n3C)cc1	3%	-10%	0%
O=C(CSc1oc(-c2ccc(F)cc2)nc1S(=O)(=O)c1ccccc1)NC1CCCCC1	5%	2%	1%
CCOC(=O)c1c(Nc2ccc(OCC)cc2)nnc(-c2ccccc2)c1-c1ccccc1	16%	-6%	-4%
O=C1COc2ccc(-c3cc(-c4ccccc4)c4c(n3)-c3cc(Cl)ccc3OC4)cc2N1	10%	21%	-16%
Cc1ccc(-n2ncc(C(=O)NCCc3c[nH]c4ccccc34)c2C2CCN(C(=O)OC(C)(C)C)CC2)cc1C	-35%	0%	?

Part of the list above with just KB-V1 MDR tox:
molecule | KB-V1 MDR tox
CSc1ccc(C2c3c(-c4ccccc4O)n[nH]c3C(=O)N2Cc2ccncc2)cc1 (stereo not given) | -26%
COc1ccccc1CCNC(=O)C(=O)NCC(c1cccs1)S(=O)(=O)c1ccccc1 (stereo not given) | ?

Later entries:
SMILES	ATXN2 expr inh	KB-3-1 tox	KB-V1 MDR tox
Cc1ccn2c(Nc3c(C)cccc3C)c(-c3ccsc3)nc2c1	-4%	-6%	0%
COc1cccc(NC(=O)Cn2c(=O)n(-c3ccccc3)c(=O)c3c4c(sc32)CCCC4)c1	2%	3%	-10%
CCOc1ccc(CCNC(=O)c2ccc(-c3nc(COc4ccc(C)cc4)c(C)o3)cc2)cc1	1%	-3%	27%
O=c1[nH]c2ccc(NCc3ccc(-c4ccccc4)o3)cc2[nH]1	-14%	-4%	13%
Fc1ccc(-c2noc3ncnc(NCCc4ccc(Cl)cc4)c23)cc1	-7%	-4%	-25%
COc1ccccc1CNC(=O)CN1C(=O)CSc2c1c(C)nn2-c1ccccc1	5%	3%	-9%
Cc1ccc(OCCn2c(-c3ccc(Br)cc3)nc3ccccc3c2=O)cc1C	26%	10%	0%
CCOC(=O)CSc1nc2c(sc3ccccc32)c(=O)n1CCO	-12%	5%	7%
CC1CCN(C(=O)c2cc(-c3ccc(Cl)cc3)on2)CC1	53%[activator]	-4%	4%
O=C(CC1N=C2c3ccccc3N=C(SCc3ccccc3Cl)N2C1=O)NCCc1ccccc1 (stereo not given)	21%	?	?
Cc1nc2nc(SCC(=O)NC(C)c3ccccc3)nn2c(C)c1Cc1c(F)cccc1Cl (stereo not given)	-16%	0%	-14%
CCc1ccc(CNC(=O)c2cc3c(=O)n(CC)c4ccccc4c3s2)cc1	0%	?	5%
Cc1ccccc1Nc1c(-c2ccc(N3CCOCC3)cc2)nc2ccc(Cl)cn12	9%	-5%	2%
Cc1ccc(OCCCC(=O)Nc2sc3c(c2C(N)=O)CCCC3)cc1	-20%	-1%	-4%
COC(=O)c1ccc(OCC2c3cc(OC)c(OC)cc3CCN2C(=O)c2ccccc2C)cc1 (stereo not given)	?	5%	-6%
CCCCOc1cccc(NC(=O)CSc2nnc(C)s2)c1	-11%	-4%	18%
CCN(CC)C(=O)c1ccc(Nc2nnc(-c3ccc(C)c(S(=O)(=O)NC)c3)c3ccccc23)cc1	-15%	-27%	11%
CCCCN(Cc1cc2cc(C)ccc2[nH]c1=O)C(=O)c1cccc(Cl)c1	14%	-9%	-7%
CCOC(=O)C1=C(CS(=O)(=O)c2ccc(C(C)(C)C)cc2)NC(=O)NC1c1cccc(OC)c1 (stereo not given)	-32%	-12%	0%
COc1ccc(-c2noc(C3CC(=O)N(c4ccccc4)C3)n2)c(OC)c1 (stereo not given)	12%	9%	17%
CC(CCc1ccccc1)NC(=O)Cn1ncc2c3ccccc3n(Cc3ccccc3F)c2c1=O (stereo not given)	9%	9%	-23%
COc1ccc2nc(NC(=O)c3cc(=O)c4cc(C)c(C)cc4o3)sc2c1	15%	-3%	?
CCOC(=O)c1c(C)[nH]c(C)c1S(=O)(=O)N1CCCC(C(=O)Nc2ccc(C)cn2)C1 (stereo not given)	4%	8%	7%
COc1cccc(C(=O)NCCc2sc(-c3cccc(C)c3)nc2C)c1	-4%	8%	?
Fc1ccc(-n2ncc3c(Nc4ccc(Oc5ccccc5)cc4)ncnc32)cc1	18%	24%	0%

3 entries from above, with bars between the fields:
SMILES | ATXN2 expr inh | KB-3-1 tox | KB-V1 MDR tox
COC(=O)c1ccc(OCC2c3cc(OC)c(OC)cc3CCN2C(=O)c2ccccc2C)cc1 (stereo not given) | ? | 5% | -6%
CCCCOc1cccc(NC(=O)CSc2nnc(C)s2)c1 | -11% | -4% | 18%
CCN(CC)C(=O)c1ccc(Nc2nnc(-c3ccc(C)c(S(=O)(=O)NC)c3)c3ccccc23)cc1 | -15% | -27% | 11%

New compounds follow
SMILES	ATXN2 expr inh	KB-3-1 tox	KB-V1 MDR tox
COc1ccc(-c2cc(C(F)(F)F)nc(SCC(=O)N3CCCCC3)n2)cc1	-12%	-5%	-22%
CCCc1nnc(NC(=O)Cc2coc3ccc(C)cc23)s1	11%	11%	-6%
Cc1cccc(N2CCN(C(=O)c3cc4c(=O)[nH]c5ccc(C)cc5c4s3)CC2C)c1 (stereo not given)	4%	-1%	7%
CCOc1ccc(NC(=O)Cn2c(=O)n(CCCCC(=O)NCc3ccc4c(c3)OCO4)c(=O)c3ccccc32)cc1	?	4%	15%
O=C(Nc1ccc(F)cc1C(F)(F)F)C1CCN(c2ncccn2)CC1	9%	-2%	15%
Cc1ccc(NC(=O)CN2CCN(C3CCCCC3)C(=O)C2=O)cc1C	6%	11%	5%
CCOC(=O)c1ccc(N2C(=O)c3n[nH]c(C)c3C2c2ccccc2OC)cc1 (stereo not given)	0%	7%	7%
CCCOc1ccc(-c2cccc(NS(=O)(=O)c3cc(OC)ccc3OC)c2)nn1	9%	4%	-25%
CCOCCc1nn2c(=O)cc(COC(=O)c3ccccc3NC(=O)c3cccs3)nc2s1	9%	3%	-4%
CCC(=O)N1CCc2cc(Br)cc(S(=O)(=O)N3CCN(c4cccc(Cl)c4)CC3)c21	-2%	-4%	17%
O=C(NCc1ccc(F)cc1)c1ccc2oc(=O)n(Cc3ccccc3)c2c1	-13%	-9%	-11%
Cc1ccc(C)c(Oc2nc3c(c(=O)n(C)c(=O)n3C)n2Cc2ccccc2)c1	0%	-21%	?
O=C(NCc1ccccc1Cl)c1cc2ccccc2o1	7%	-14%	8%
COc1ccc(C)cc1NC(=O)c1oc2ccc(S(=O)(=O)N3CCCCC3)cc2c1C	-5%	-2%	0%
CCN(Cc1ccccc1)C(=O)c1cnn(-c2ccc(F)cc2)c1-n1cccc1	-9%	-26%	?
Cn1cc(S(=O)(=O)N2CCCCCC2)cc1C(=O)N1CCN(c2cccc(C(F)(F)F)c2)CC1	?	?	21µM*
Cc1ccc(C)c(CN2C(=O)C(=O)c3ccccc32)c1	1%	-15%	?

Quoted from the listing:
Cc1ccc(C)c(Oc2nc3c(c(=O)n(C)c(=O)n3C)n2Cc2ccccc2)c1 – ATXN2 expr inh: 0%
CCCc1nnc(NC(=O)Cc2coc3ccc(C)cc23)s1 – ATXN2 expr inh: 11%
COc1ccc(C)cc1NC(=O)c1oc2ccc(S(=O)(=O)N3CCCCC3)cc2c1C – KB-V1 MDR tox: 0%
